# Xi reactivation – reactivates the inactive X chromosome in mouse fibroblasts; XiGFP mouse fibroblasts, % GFP-positive cells imaging, 3 d; cells co-treated with 5-aza-dC sensitizer; scaled so ellipticine positive control = 100%; activation, % at 7.58 µM; 0.055% of 360,000 active;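 active = mean normalized replicate activation at least 10% and every replicate at or above 10%; inconclusive = only one of the two criteria met; inactive = mean below 10% and not all replicates reach 10%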;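 also: 0% = median of on-plate neutral control wells and 100% = ellipticine 6 µM median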
#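 System: SV40-immortalized XiGFP fibroblast cells, line 68-5-11 / Incubation: 3-day compound exposure, then 15 min fixation at room temperature / Compound: single concentration per compound, delivered by pin transfer / Buffer or medium: DMEM plus 5-aza-dC sensitizer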
# RAD54 branch – inhibitors of human RAD54 branch migration | RAD54 Holliday junction branch migration, FAM/BHQ fluorescence | inhibition, % at 10.4 µM | 0.14% of 360,000 active | AID 602329;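 active = mean normalized replicate activity at least 40 and at least half of replicates scoring 40 or more; inconclusive = only one of the two criteria met; inactive = mean below 40 and under half of replicates reaching 40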;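 also: 0% = median of neutral control wells and 100% = median of positive control wells; inhibitors cause a drop in the FAM fluorescence signal; in these data hits start at about 50%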
# E-sel inducer – induces E-selectin expression in human endothelial cells; activation, % at 7.58 µM; AID 686992; HUVEC E-selectin immunofluorescence imaging; normalized: neutral wells 0, TNF-alpha wells 100; 0.37% of 260,000 active;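 active = mean E-selectin-positive cell signal at least 10% of the positive control, reached in at least 60% of replicates, without over 20% cell loss; inconclusive = no rule given, readout overlaps actives, possibly toxicity-flagged; inactive = the rest, including those meeting only one limit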;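 also: in these data hits start at about 27%; measured in HUVEC primary endothelial cells; signal is the percent of cells scored E-selectin positive by PE staining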
#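 System: HUVEC, human umbilical vein endothelial cells; quantity: 3,000 cells/well; buffer or medium: EGM-2 medium, gelatin-coated wells; dosing: single-point compound dose; detection: immunofluorescence imaging; evaluation: % PE-positive cells; benchmarks: TNF-alpha, DMSO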
# RAD52 anneal inh – blocks human RAD52 DNA annealing. recombinant RAD52 DNA annealing, FRET fluorescence. inhibition, % at 18.7 µM. 0.46% of 360,000 active. AID 651710;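 active = every replicate showing at least 50% inhibition; inconclusive = mean inhibition at least 50% but not in every replicate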
# Target sequence (P43351 whole entry, looked up): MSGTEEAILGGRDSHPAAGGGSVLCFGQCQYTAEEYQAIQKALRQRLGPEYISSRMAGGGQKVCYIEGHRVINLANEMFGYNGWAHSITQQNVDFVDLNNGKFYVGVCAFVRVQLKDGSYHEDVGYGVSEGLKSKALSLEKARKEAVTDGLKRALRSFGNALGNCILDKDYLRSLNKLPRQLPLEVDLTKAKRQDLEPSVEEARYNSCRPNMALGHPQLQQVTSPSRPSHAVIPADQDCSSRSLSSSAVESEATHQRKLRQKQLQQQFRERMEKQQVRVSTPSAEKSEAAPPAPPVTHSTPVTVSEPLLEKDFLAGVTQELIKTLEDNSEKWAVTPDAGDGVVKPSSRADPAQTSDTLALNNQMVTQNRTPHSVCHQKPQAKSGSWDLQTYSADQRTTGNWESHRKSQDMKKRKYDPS
# INS-1E GSIS act – GLuc luminescence reporter in INS-1E cells, primary screen for activators of glucose-dependent secretion of insulin; INS-1E GLuc reporter insulin secretion, 2-3 h; activation, % at 16.6 µM; 0.61% of 370,000 active; AID 743287;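 active = lowest replicate activation of at least 40%, so every replicate reaches that level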;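 also: 0% = median of neutral control wells and 100% = median of IBMX positive control wells; some compounds called inactive have numbers as strong as hits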
# DENV2 CPE – DENV2-induced cell death inhibition; DENV2-infected cells, cytopathic effect rescue, plate reader; 1.7% of 350,000 active; AID 651640; CPE inhibition, % at 9.99 µM; in the data active = CPE inhibition above about 20%, passing the limit was not always enough; inconclusive = no clear call, values can overlap the other calls; tested in BHK-21 cells;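 also: 0% = median of neutral control wells and 100% = median of positive control wells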
# F508del corr – correctors of CFTR F508del function in bronchial epithelial cells; CFBE cells, YFP halide quenching; stimulated with forskolin plus potentiator P3; % fluorescence drop versus neutral controls; activity (quench increase), % at 7.58 µM; AID 720511; 0.36% of 350,000 active;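 active = mean added fluorescence quench of at least 8% versus neutral control, with both replicates also reaching 8%; inconclusive = only one of the mean or replicate conditions met; inactive = mean below 8% and not both replicates reaching 8%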;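 also: cells transiently co-express mutant CFTR-F508del with the halide-sensitive YFP; corrector assay measuring rescue of mutant channel to the surface after 24 h compound exposure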
# Casp6 inh – caspase-6 (human) enzyme inhibition. P55212. purified caspase-6, Z-VEID-R110 cleavage fluorescence. inhibition, % at 12.5 µM. 0.53% of 350,000 active. AID 686996;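 active = mean inhibition across replicates at least about 35%, with every replicate also reaching that limit, limit read from the data; inconclusive = only one of the two criteria met; inactive = neither criterion met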;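 also: 0% = median of neutral control wells and 100% = no fluorescence left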
# Target sequence (P55212 24-179 limits assumed): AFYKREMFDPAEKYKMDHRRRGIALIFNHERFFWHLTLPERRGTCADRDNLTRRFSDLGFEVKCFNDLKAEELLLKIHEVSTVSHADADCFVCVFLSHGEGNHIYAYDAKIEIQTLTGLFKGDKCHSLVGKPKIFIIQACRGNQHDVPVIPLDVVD
# Target sequence (P55212 194-293 limits assumed): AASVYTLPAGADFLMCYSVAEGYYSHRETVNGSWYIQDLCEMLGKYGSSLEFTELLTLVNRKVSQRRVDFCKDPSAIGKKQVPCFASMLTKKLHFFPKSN
# Numbers without * were called inactive; u = inconclusive; x = no result given.
# The line under a structure holds: Xi reactivation, RAD54 branch, E-sel inducer, RAD52 anneal inh, INS-1E GSIS act, DENV2 CPE, F508del corr, Casp6 inh
CC(/C=C1\SC(=S)N(c2ccc(C(=O)O)cc2)C1=O)=C\c1ccccc1
    -0.1, x, x, -20.3, x, -5.1, 3.1, 24.9
COc1cccc(NC(=O)CN(C)C(=O)Cn2[nH]c(=O)c3ccccc3c2=O)c1
    0.1, 5.9, 0.0, -7.6, 41.5*, u, -3.7, -0.1
Cc1cc([N+](=O)[O-])ccc1NC(=O)c1cccc(NC(=O)C(C)C)c1
    0.1, x, 24.2, -10.7, -2.4, -5.5, x, -1.9
Cc1noc(C)c1S(=O)(=O)Nc1ccc2c(c1)C(=O)N([C@H](C)CO)C[C@@H](C)[C@H](CN(C)C(=O)C1CCCCC1)OCCCC[C@@H](C)O2
    0.0, -6.5, -0.2, 5.7, -12.6, -15.3, 0.6, -1.2
Cc1cccc(NC(=O)c2ccc(OCc3c(C)noc3C)cc2)n1
    0.1, -27.7, -1.7, -3.8, 26.0, -3.7, 1.6, -86.9
N#Cc1ccc(-c2nc3ccc(Cl)cn3c2Cc2cccc(Cl)c2)cc1
    0.1, -8.4, x, -91.8, x, -1.5, 2.5, -2.6
CCNS(=O)(=O)c1ccc(CCC(=O)Nc2ccc(C(=O)OC)cc2)cc1
    0.0, 7.6, x, -16.1, 6.4, -6.0, 0.4, -0.6
Cc1cccc(-c2ccc([C@@H]3[C@@H](CO)N4CCCCN(CCC(F)(F)F)C[C@H]34)cc2)c1
    0.0, 10.0, -0.6, 4.3, 20.2, 16.3, -1.1, -9.7
CC1(C)CC(=O)C=C(c2ccccc2-c2cccc(C(N)=O)c2)C1=O
    -0.1, x, -0.2, 5.7, 22.2, 3.2, -3.7, 2.9
Cc1ccc2nc3c(cc2c1)c(NC(=O)C(C)(C)C)nn3CC(C)C
    0.0, -10.5, x, -7.1, 2.2, 2.1, 0.0, -1.7
CCCCC[C@@H](C)N1C[C@H](COCc2ccccc2)Oc2cc(N3CCC[C@H]3C(N)=O)ccc2S1(=O)=O
    0.0, x, 3.3, -10.6, -2.1, x, -1.9, -1.3
C[C@@H]1CN([C@@H](C)CO)C(=O)c2cc(Br)cnc2O[C@@H]1CN(C)C(=O)c1ccccn1
    -0.6, 10.0, -0.5, 11.4, 16.1, 3.5, -0.3, 0.6
Cc1ccc(S(=O)(=O)N(C)C[C@H]2Oc3ccc(NC(=O)Nc4ccc5c(c4)OCO5)cc3C(=O)N([C@@H](C)CO)C[C@@H]2C)cc1
    0.3, -12.6, -0.3, -4.3, -6.5, 1.2, -3.6, 2.0
CCNC(=O)C[C@@H]1C=C[C@@H](NS(=O)(=O)c2ccc(F)cc2)[C@H](CO)O1
    0.4, -2.6, 1.5, -4.7, 5.7, -4.5, 2.2, 1.4
CCOC(=O)c1ccn(S(=O)(=O)c2ccc(C)cc2)c1-c1ccccc1
    x, 3.4, 3.8, -6.8, -3.0, u, -5.6, 2.1
C[C@@H]1CN([C@@H](C)CO)S(=O)(=O)c2ccc(C#Cc3cccnc3)cc2O[C@H]1CN(C)C(=O)Nc1ccc2c(c1)OCO2
    -0.1, -7.2, -0.1, 3.3, -18.1, -7.2, x, -3.7
COCCN(C(=O)COC(=O)/C=C/c1cccc(OC)c1)c1c(N)n(CC(C)C)c(=O)[nH]c1=O
    1.0, 1.2, 1.7, -17.4, 0.3, 1.7, -3.0, 11.4
Cc1cccc(C)c1OCC(C)N (configuration not stated)
    -0.1, -9.7, -0.1, -13.1, 7.7, -2.2, 3.8, 3.5
Cc1cnc(=O)[nH]c1SCc1ccc([N+](=O)[O-])cc1
    0.2, -2.4, x, -31.8, 9.1, 0.6, 1.9, x
Cc1ccc(/C=N/NC(=O)c2cc(-c3ccccc3)nc3ccccc23)o1
    0.0, -15.5, x, -10.5, 0.7, -6.7, 3.8, x
CCN(CC)S(=O)(=O)c1ccc(N2CCOCC2)c(NC(=S)NC(=O)c2ccco2)c1
    1.9, 5.1, x, -9.0, 34.8, -4.6, -0.1, -0.8
COc1ccc(CNC(=O)COC(=O)c2ccc(OCc3c(C)noc3C)cc2)cc1OC
    0.6, x, -2.8, -16.7, 7.9, -3.4, x, 0.4
COc1ccc(-n2nnnc2SC(C)C(=O)NC2CCCC2)cc1 (configuration not stated)
    0.6, 4.5, x, -2.5, -10.6, 5.9, -0.8, 0.7
Cc1ccc(S(=O)(=O)NC(C(=O)N2CCOCCOCCOCC2)c2ccccc2)cc1 (configuration not stated)
    0.2, x, x, -9.4, -9.9, x, -1.8, 0.4
CC(O)CC(=O)OC[C@]12CC[C@H]3[C@@](C)(CC[C@H]4C(C)(C)CCC[C@]34C)[C@@H]1CC(C1=CC(=O)OC1O)O2 (some centres not stated)
    x, -0.9, x, -5.0, x, -6.7, -10.9, 21.4
COc1ccc(OC)c(S(=O)(=O)NC(=O)C2(C)CCN2C(=O)Cc2ccccc2Cl)c1 (configuration not stated)
    0.1, -2.9, -0.1, -5.3, 22.0, 2.5, -2.7, 0.5
COCCNC(=S)Nc1ccccc1[N+](=O)[O-]
    0.1, x, 1.1, -18.3, -3.4, -2.4, -2.0, x
COc1ccc(Cl)cc1N(CC(=O)N(C)C)S(=O)(=O)c1ccc(C)c([N+](=O)[O-])c1
    0.9, -8.0, x, -15.5, -4.6, 0.0, -0.8, 3.0
COc1ccccc1CNC(=O)COC(=O)C1CCN(S(=O)(=O)c2ccc(C)c(C)c2)CC1
    0.2, -4.5, x, -6.1, 10.2, 15.5, 0.4, 1.1
CS(=O)(=O)Nc1ccc2c(c1)[C@@H]1C[C@@H](CC(=O)NCc3ccc(Oc4ccccc4)cc3)O[C@H](CO)[C@@H]1O2
    0.1, -13.7, 1.2, 4.2, -7.4, 0.7, 0.6, 5.2

# Four of the compounds above, field by field:
mol: Cc1cccc(C)c1OCC(C)N (configuration not stated)
  Xi reactivation: -0.1; RAD54 branch: -9.7; E-sel inducer: -0.1; RAD52 anneal inh: -13.1; INS-1E GSIS act: 7.7; DENV2 CPE: -2.2; F508del corr: 3.8; Casp6 inh: 3.5
mol: COc1ccc(CNC(=O)COC(=O)c2ccc(OCc3c(C)noc3C)cc2)cc1OC
  Xi reactivation: 0.6; RAD54 branch: x; E-sel inducer: -2.8; RAD52 anneal inh: -16.7; INS-1E GSIS act: 7.9; DENV2 CPE: -3.4; F508del corr: x; Casp6 inh: 0.4
mol: Cc1ccc(/C=N/NC(=O)c2cc(-c3ccccc3)nc3ccccc23)o1
  Xi reactivation: 0.0; RAD54 branch: -15.5; E-sel inducer: x; RAD52 anneal inh: -10.5; INS-1E GSIS act: 0.7; DENV2 CPE: -6.7; F508del corr: 3.8; Casp6 inh: x
mol: CC(O)CC(=O)OC[C@]12CC[C@H]3[C@@](C)(CC[C@H]4C(C)(C)CCC[C@]34C)[C@@H]1CC(C1=CC(=O)OC1O)O2 (some centres not stated)
  Xi reactivation: x; RAD54 branch: -0.9; E-sel inducer: x; RAD52 anneal inh: -5.0; INS-1E GSIS act: x; DENV2 CPE: -6.7; F508del corr: -10.9; Casp6 inh: 21.4

# Further results:
# The line under a structure holds: Xi reactivation, RAD54 branch, E-sel inducer, RAD52 anneal inh, INS-1E GSIS act, DENV2 CPE, F508del corr, Casp6 inh
Cn1c(=O)oc2cc(S(=O)(=O)N3CCC(C(=O)N4CCN(c5ccc(F)cc5)CC4)CC3)ccc21
    0.3, 0.7, x, -5.7, 9.4, 10.2, -5.1, -0.7
COc1cccc(NC(=O)N2CC3(C2)[C@H](c2ccccc2)[C@@H](CO)N3C(=O)C2CCC2)c1
    0.0, x, -0.1, -23.4, -4.0, 14.0, -0.7, -1.1
Cc1ccc(N=Nc2c(O)ccc3n[nH]nc23)cc1
    0.0, 18.4, 0.0, -9.6, -64.7, -7.4, 3.9, 7.6
CS(=O)(=O)c1ccc(Cl)c(NC(=O)COc2ccc3c(c2)CCC3)c1
    -0.1, 19.0, x, -5.0, 14.2, -8.7, 1.8, -1.0
Cc1ccccc1-c1cc2nc(NCCN3CCNC3=O)n(C)c(=O)c2s1
    -0.1, 2.1, 0.0, -10.4, -9.5, 15.4, -3.0, 2.2
O=C(c1ccc(F)cc1)N1CC(=O)N2[C@H](C1)[C@@H](c1ccc(C#CCC3CCCC3)cc1)[C@@H]2CO
    0.0, x, -0.2, -9.8, 7.5, 18.6, 4.4, 0.5
C/C(=N\Nc1nc(N2CCCCC2)nc(N2CCOCC2)n1)c1ccccc1O
    0.1, x, x, -13.7, -3.4, 1.7, -1.3, -2.4
O=C1CCc2ccccc2N1
    0.2, -6.8, 2.2, -18.7, 0.0, -9.1, 1.6, 1.3
CCOc1ccc(NC(=O)CN2C(=O)c3cccc4cccc2c34)cc1
    0.1, x, -0.3, -17.0, 26.4, 3.6, 2.1, 1.6
O=C(NCc1csc2ccc(Cl)cc12)Nc1cccc2ccccc12
    0.1, x, x, 0.6, 3.5, 3.1, -1.8, 2.5
CC1Sc2ccc(S(=O)(=O)CCC(=O)N3CCN(c4ccccc4F)CC3)cc2NC1=O (configuration not stated)
    0.0, -5.7, u, -18.6, -29.1, -2.2, 4.4, 2.4
O=C(O)C(NS(=O)(=O)c1cccc2nsnc12)c1ccccc1 (configuration not stated)
    -0.2, 0.6, 4.8, -12.5, 16.4, -6.5, 1.8, 0.8
CC(C)(C)c1ccc(CS(=O)(=O)CC(O)CN2CCCC2=O)cc1 (configuration not stated)
    -0.1, -6.8, x, -5.0, -2.0, 0.8, 0.8, -1.5
CSc1ncccc1C(=O)N1CCN(S(=O)(=O)c2cc(C)ccc2C)CC1
    0.0, -1.7, 0.0, -5.7, -4.0, 3.9, 1.3, -1.8
Brc1cccc(CN2CCN(c3ncccn3)CC2)c1
    0.0, -5.6, x, -13.9, 4.4, -4.8, -0.2, -0.7
Cc1ccc(S(=O)(=O)N(C)C[C@@H]2Oc3ncc(C#CC4(O)CCCC4)cc3C(=O)N([C@@H](C)CO)C[C@H]2C)cc1
    -0.2, -4.8, 0.0, 0.3, -21.3, x, -1.5, 0.9
CN(CC(=O)Nc1ccc(Cl)c(C(F)(F)F)c1)C(=O)C1CCC1
    0.1, 4.6, x, -1.9, -37.0, -9.7, 3.5, 1.1
CC1(C)Cc2ccccc2C(N/N=C/c2ccc([N+](=O)[O-])cc2)=N1
    0.0, x, x, -19.2, -6.4, 0.2, 1.4, -1.8
COc1cccc(N2CC(C(=O)Nc3nnc(SCC(=O)Nc4cc(C)on4)s3)CC2=O)c1 (configuration not stated)
    0.1, 10.2, 0.5, -2.7, 0.3, 12.9, 0.3, -1.0
CN1CCCCN2[C@H](CO)[C@H](c3ccc(-c4ccc(F)cc4)cc3)[C@@H]2C1
    0.2, 11.0, -0.3, 40.6, 3.0, u, -0.1, -1.4
CSc1ccc(/C=N/S(=O)(=O)c2ccccc2)cc1
    0.3, 1.5, -0.1, -7.6, 39.5, -3.3, 3.4, -2.2
COc1ccc(NS(=O)(=O)c2cccc(NC(=O)c3ccccn3)c2)cc1
    -0.1, 7.5, -0.1, -17.4, -45.1, x, -1.5, 0.8
C/C(=N\NC(=O)c1ccccc1F)c1cccc(NC(=O)c2ccccc2)c1
    0.2, 3.2, -1.5, -14.6, x, 5.4, -2.5, 4.6

# Compound activity deposited in PubChem BioAssay by Broad Institute.

# Compounds were not picked by outcome; about 3.7% have a hit in one of these screens.
